Bioassay records deposited in PubChem BioAssay by National Center for Advancing Translational Sciences (NCATS).
Pf Dd2 inh – Plasmodium falciparum Dd2 growth inhibition | 120,000 tested, 4.3% active | AID 1347417 | P. falciparum Dd2 growth, SYBR Green, 72 h | Potency, µM (doses to about 28.9 µM), without a hit: at the top dose activity, negative = inhibition, usual class: inhibitors; active = well fitted inhibition curve with a large enough effect; inconclusive = small, poorly fitted or top-dose-only effect; inactive = no such curve, though single readings can be large or run the other way;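 note: plate controls were DMSO vehicle for no effect and reference drug for full effect; nearly all actives have a fitted effect of over 65% in size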
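Infected erythrocytes (Dd2, 0.3% parasitemia, 2.5% hematocrit final) are added to compound in RPMI-1640/Albumax II medium, grown 72 h at 37C in low oxygen, then lysed with saponin/Triton-X containing SYBR Green and read by fluorescence.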
Active calls of the source: *; i = inactive; ? = inconclusive; [ ] = another dose, or the depositor's remark. Potency is the fitted concentration of half-maximal effect.

molecule	Pf Dd2 inh
CN(C)C(=O)N1CCN(C(=O)c2noc3c2CCCC3)[C@H]2CS(=O)(=O)C[C@H]21	i
O=C(Cc1ccc(F)cc1)N1CCN(C(=O)c2nnn3c2COC(c2ccc(F)cc2)C3)CC1 (stereo not drawn)	?
Cc1cc(C)c(C(=O)N2CCOC(Cc3ccc(F)cc3)C2)o1 (stereo not drawn)	-11%
CCOc1ccc(C2CC(=O)Nc3c2c(C)nn3CC(=O)O)c(OCC)c1C (stereo not drawn)	-15%
O=C(NCc1cccc(F)c1)c1ccc2nccn2c1	-12%[44.1 µM]
O=C(Nc1cccc(Cl)c1)C1CCN(c2cc(C(F)(F)F)ncn2)CC1	-25%
CCOC(=O)c1c(C)[nH]c(C)c1S(=O)(=O)NCC(=O)Nc1cccc(C(F)(F)F)c1	22%
O=C(c1ccc2c(c1)N(Cc1ccc(F)cc1)C(=O)c1ccccc1S2(=O)=O)N1CCN(Cc2ccccc2)CC1	i
NC(=O)[C@@H]1CCCN1CC[C@H]1CN(C(=O)NC2CCCCC2)CC[C@H]1CC(=O)O	29%[44.1 µM]
COc1ccc(NC(=O)c2cc(-c3ccc[nH]3)n[nH]2)cc1	i
Cc1ccc(C(=O)N2CCC(Cc3nc(-c4cnccn4)no3)CC2)cc1C	-17%
O=C(Nc1ccc(F)c(Cl)c1)N1CCC(Oc2ncccc2C(=O)N2CCOCC2)C1 (stereo not drawn)	59%[activator]
CCCCNc1nc2c(S(=O)(=O)c3ccc(C)cc3)nnn2c2ccsc12	i
CCOC(=O)c1nnn(CC(=O)NC(=O)Nc2ccccc2F)c1C(=O)OCC	45%[activator]
Cc1cc(OCCN2CCOCC2)c(C)c2c1CC[C@@H]([C@H](C)C(=O)NCc1cccnc1)C2	i

Brought forward from above: 3 compounds, followed by the next part.
molecule	Pf Dd2 inh
CCCCNc1nc2c(S(=O)(=O)c3ccc(C)cc3)nnn2c2ccsc12	i
CCOC(=O)c1nnn(CC(=O)NC(=O)Nc2ccccc2F)c1C(=O)OCC	45%[activator]
Cc1cc(OCCN2CCOCC2)c(C)c2c1CC[C@@H]([C@H](C)C(=O)NCc1cccnc1)C2	i
COc1ccc(C(=O)NCC(c2ccc(N(C)C)cc2)N2CCCC2)c(OC)c1 (stereo not drawn)	?
CCCN1CCC2(CCN(C(=O)c3ccc(Cl)cc3)CC2)Oc2ccccc21	?
Cc1ccccc1Cn1c2ccccc2c2cnn(CC(=O)N3CCC(C)CC3)c(=O)c21	i
NCCc1cccc(CN2CCC(Oc3cccc(F)c3)CC2)c1	10µM*
NC(=O)c1cc[nH]c1C1CCCN(S(=O)(=O)c2ccc3c(c2)CCC3)C1 (stereo not drawn)	?
CC(C)NC(=O)C1CCCN(c2nc3ncccc3o2)C1 (stereo not drawn)	-19%[44.1 µM]
O=C(COc1ccc(F)cc1)N1CCC(c2nc(CCOCC3CC3)no2)C1 (stereo not drawn)	-9%
COc1ccc2c(c1)OCC(C(=O)N(C)Cc1nccn1Cc1ccccc1)C2 (stereo not drawn)	-5%
Cc1ccc(C)c(C(=O)Nc2ccc3c(N4CCCC4)ncnc3c2)c1	2.5µM*
CN(C)C(=O)c1nc(-c2ccccc2)c2ccccn12	-11%[44.1 µM]
COC(=O)c1c(SC)nc2ccccc2c1OCc1ccc(Cl)cc1	?
N[S+](=O)([O-])c1ccc2c(c1)OCCN(Cc1ccccc1Cl)C2	?
CCc1ccc(OCC(=O)N2CCN(CCc3ccncc3)CC2)cc1	5%
COc1ccc(CCc2nc3nccc(-c4cccs4)n3n2)cc1	i
CN1CCN(c2nc3c(c(=O)[nH]2)CCN(CC2CCCCC2)CC3)CC1	17%[5.79 µM]

The last five entries of the part before lead into the next:
molecule	Pf Dd2 inh
COC(=O)c1c(SC)nc2ccccc2c1OCc1ccc(Cl)cc1	?
N[S+](=O)([O-])c1ccc2c(c1)OCCN(Cc1ccccc1Cl)C2	?
CCc1ccc(OCC(=O)N2CCN(CCc3ccncc3)CC2)cc1	5%
COc1ccc(CCc2nc3nccc(-c4cccs4)n3n2)cc1	i
CN1CCN(c2nc3c(c(=O)[nH]2)CCN(CC2CCCCC2)CC3)CC1	17%[5.79 µM]
CNS(=O)(=O)c1ccc(CN2CCCC3(C2)CN(C)C(=O)O3)cc1 (stereo not drawn)	-5%
CC(C)C(=O)Nc1ccc(C2(C(=O)N(C)C)CCC2)cc1	5%
O=C(CC1N=C2c3ccccc3N=C(SCC(=O)Nc3cccc(C(F)(F)F)c3)N2C1=O)NCc1cccs1 (stereo not drawn)	13µM*
O=C(CN1CCSc2ccccc21)N1CCN(c2ccc(F)cc2)CC1	3%
COc1ccc(Br)cc1CN1C(=O)c2ccccc2C1C(=O)NC1CCCCCC1 (stereo not drawn)	-16%
CCN(CC)CCCNC(=O)CN1N=C(c2ccc(OC)cc2)CCC1=O	38%[activator]
CCCCOC(=O)c1ccc(Nc2ncnc3[nH]ncc23)cc1	?
CCOC(=O)C1CCCN(C(=O)Cn2ncc3c4ccccc4n(Cc4ccccc4)c3c2=O)C1 (stereo not drawn)	0%
Cc1nn(C)c(C)c1S(=O)(=O)N1CCCC(Cc2nncn2C(C)C)C1 (stereo not drawn)	-11%
Cc1ccc(C)c(NC(=O)N2CCN(c3nnc(C)c4c(C)n(-c5ccccc5)nc34)CC2)c1	69%[activator]
CCOc1ccc(CCNC(=O)c2ccc3c(c2)N(Cc2ccc(C)cc2)CCS3)cc1	-25%
COc1ccc(S(=O)(=O)N(CCc2ccccc2)CC(=O)Nc2cc(C)cc(C)c2)cc1OC	i
COc1ccc(C(=O)N(c2ccc(C)cc2)S(=O)(=O)c2ccc(C)cc2)cc1	?
CC(C)c1nnc(C2CN(C(=O)C3(c4ccccc4)CC3)CC23CCOCC3)o1 (stereo not drawn)	-19%
Cc1ccc(N(CC(=O)NCc2ccc(F)cc2)S(=O)(=O)c2c(C)nn(C)c2C)cc1	0%
O=C(C1CC=CC1)N1C[C@@H](COCC2CC2)[C@H](c2ccncc2)C1	1%
CC(=O)Nc1ccc(OCC(=O)NCc2ccccc2F)nc1	14%
O=C(CSc1ncc(-c2ccccc2)[nH]1)Nc1cccc(Br)c1	-4%
CN(C)C(=O)c1nc(-c2cccc(C(F)(F)F)c2)c2ccccn12	?
COc1ccc(C2c3c(n(C)c4ccccc34)C(=O)N2CC(=O)Nc2ccc(C)cc2Cl)cc1 (stereo not drawn)	-28%
O=C(Nc1ccc(Cl)cc1Cl)c1cccn2nccc12	-3%[44.1 µM]
CCc1ccccc1NC(=O)c1cnn2c(C(F)(F)F)cc(-c3ccc(OC)c(OC)c3)nc12	-14%
CCc1ccc(NC(=O)Cn2c(N(C)Cc3ccccc3)nc(C)cc2=O)cc1	i
COc1ccc(CCNC(=O)CN2C(=O)COc3ccc(S(=O)(=O)N4CCCC4)cc32)cc1OC	12%
O=C(CN1C(=O)C(c2ccc(F)cc2)=NC12CCCCCC2)Nc1ccc(F)c(Cl)c1	i
O=C(c1cncc(Br)c1)N1CCCCCC1c1nnc(-c2ccccc2)o1 (stereo not drawn)	?
CN1Cc2ccc(Nc3ccccc3)nc2C(C)(C(=O)NCc2ccc3c(c2)OCO3)C1 (stereo not drawn)	?
CNC(=O)[C@@H]1C[C@@H](O)CN1C1CCN(C(=O)CC2CCCCC2)CC1	6%
O=C(NC1CCOC2(CCOCC2)C1)c1cn(CCN2CCNCC2)nn1 (stereo not drawn)	16%
Cc1ccc(C(=O)NC2CCCN(c3cc(-c4ccc(F)cc4)[nH]n3)C2)cc1 (stereo not drawn)	-1%
Cc1c(NC(=O)Nc2ccc(F)c(Cl)c2)c(=O)n(-c2ccccc2)n1C	i
O=C(c1nnc(COc2ccc3c(c2)OCO3)n1-c1ccccc1)N1CCC[C@@H]1c1nc2ccccc2[nH]1	i
CC(=O)NCCC(=O)N1Cc2ccccc2CC2(CCCCN2CC2CCCC2)C1 (stereo not drawn)	?
COc1ccc(CN2C(=O)c3ccccc3C2C(=O)NCCc2ccccc2)c(OC)c1 (stereo not drawn)	-19%
O=C(CCC[C@@H]1[C@H]2CCCN3CCC[C@@H](CN1Cc1cccnc1)[C@@H]23)Nc1ccncc1	-11%
CC1=C[C@@H](CNS(=O)(=O)c2ccccc2)[C@H](C(C)C)C[C@H]1CC(=O)NCCN(C)C	-11%
O=C(Nc1cccc(C(=O)OCc2cc(=O)n3nc(C4CC4)sc3n2)c1)c1ccccc1	-5%
O=C(c1cc2ccccc2[nH]1)N1CCC(c2noc(C3CC3)n2)C1 (stereo not drawn)	i[5.79 µM]
N#Cc1ccc(CN2CCCC3(CNc4ccccc4[S+](=O)([O-])N3)C2)cc1 (stereo not drawn)	i
COc1ccc(OC)c(NC(=O)CSC2=Nc3ccccc3C3=NC(CC(=O)NCc4ccco4)C(=O)N23)c1 (stereo not drawn)	i
Cc1cnc(CCNS(=O)(=O)c2ccccc2)n1CC1CC1	?
CC(C)c1noc(-c2cn(C3CCCN(C(=O)c4ccc(C(C)(C)C)cc4)C3)nn2)n1 (stereo not drawn)	?
COC1CCN(C(=O)C(C)(C)Oc2nn(CCOc3ccccc3)c3ccccc23)CC1	i
CC(C)CNC(=O)C1N(C(C)C)C(=O)C12CCCC2 (stereo not drawn)	13%
Cc1cc(C(=O)N2CCCCCCNC(=O)[C@@H]3C[C@@H](c4nc(Cc5ccccc5)no4)C[C@@H]32)nn1C	?
CC(C)Oc1ccc2c(NC(=O)[C@H]3CCCO3)nn(CC(F)(F)F)c2c1	-10%
Cc1ccc(NC(=O)CN2C(=O)NC3(CCCCC3)C2=O)cc1C	i
O=C(CCC[C@@H]1[C@H]2CCCN3CCC[C@@H](CN1C(=O)c1cccnc1)[C@@H]23)NCCCN1CCCC1=O	i
C[C@@H]1CN(C(=O)c2ccc(Cn3cccn3)o2)CC[C@]1(C)O	6%
CCOC(=O)c1ccc(NC(=O)CCn2ccn3nc4c(c3c2=O)CCCC4)cc1	?
O=C(N1CCOCC1)N1CCCCC1c1nnc2n1CCNC2 (stereo not drawn)	2%
CCN(CC)C(=O)[C@@H]1CCC[C@@H](NCc2cccc3c2OCO3)CN(C)C(=O)C1	-2%[44.1 µM]
CC(C)C(=O)N[C@H]1[C@H](O)[C@H](O)C[C@@H]1c1ccc(N2CCOCC2)nc1	28%[44.1 µM]
Cc1ccsc1C(=O)N1[C@H]2CC[C@@H]1c1cnc(-c3ccc(F)cc3)nc1C2	?
CCn1c(CO)nnc1C1CC(NC(=O)Cc2c(C)n[nH]c2C)C1 (stereo not drawn)	-2%
COc1ccc(C(=O)NC2CCN(C(=O)c3cc4c(=O)[nH]c(C)cn4n3)CC2)cc1	i
CC(C)c1cc(C(=O)NCC2CCN(c3cnn(C)c(=O)c3)C2)n(C)n1 (stereo not drawn)	-8%
CC(C)COc1ccc(C(=O)N2CCCCC2CCN2CCCCC2)cc1 (stereo not drawn)	?
Cc1nc2c(c(NCCc3cnn(-c4ccccc4)c3)n1)CCNCC2	?
COCC1CCN(C(=O)c2ccc3oc(-c4ccc(C(F)(F)F)cc4)nc3c2)C1 (stereo not drawn)	4%

Overlap with the part before: 2 entries; new compounds follow.
molecule	Pf Dd2 inh
Cc1nc2c(c(NCCc3cnn(-c4ccccc4)c3)n1)CCNCC2	?
COCC1CCN(C(=O)c2ccc3oc(-c4ccc(C(F)(F)F)cc4)nc3c2)C1 (stereo not drawn)	4%
CN1CC(=O)N(c2ccccc2)Cc2c(NCCc3ccc(Cl)cc3)ncnc21	i
O=C(NCCc1ccccc1)NC1CCc2nnc(C3CC3)n2CC1 (stereo not drawn)	32%[activator]
COC1CCCN(C(=O)c2cc(COc3c(F)cccc3F)on2)C1 (stereo not drawn)	5%
CCc1noc(CN(CC)C(=O)Cn2nc(C)n(Cc3ccccc3)c2=O)n1	-8%
CCN1c2cc(C(=O)NCCc3ccccc3)ccc2C(=O)N2CCCCC21 (stereo not drawn)	?
CS(=O)(=O)CCN1C[C@@H](C(=O)O)[C@H](c2cccnc2)C1	-6%
O=c1ccc(-c2ccccc2)nn1Cc1ccc(F)cc1Cl	19%
COCCN1CCCC(c2[nH]ccc2C(=O)N2CCSCC2)C1 (stereo not drawn)	i
Cc1cc(Cl)ccc1NC(=O)N1C[C@H](c2nc(-c3cccnc3)no2)[C@@H](C)C1	?
Cc1ccc(NC(=O)C(=O)NCC(c2cccnc2)N2CCOCC2)cc1C (stereo not drawn)	-16%
COc1ccc(-c2nc(C)c(CCNC(=O)c3c(F)cccc3F)s2)cc1	-15%
O=C1NCCCCCCN(C(=O)CCc2ccccc2)[C@H]2CCCC[C@@H]12	?
CCOC(=O)c1csc(NC(=O)Cn2nc3c(cc2=O)CCCC3)n1	-5%
CCCN(CC1CCOC1)C(=O)c1ccc(F)cc1F (stereo not drawn)	-5%[5.79 µM]
Cn1ccc(NC(=O)C2(C)COCc3cnc(Nc4ccccc4)nc32)n1 (stereo not drawn)	16%[44.1 µM]
C#CCNC(=O)CC[C@H]1CNC(=O)[C@@H]2[C@@H](CCN2Cc2csnn2)N1C	21%[44.1 µM]
Cc1cccc(C)c1NC(=O)C1CCCN1S(=O)(=O)c1cccc2nsnc12 (stereo not drawn)	i

Not all compounds are listed; count on the stated rates, not on these rows.
